# influenza NS1A = H1N1 influenza NS1A inhibitors, functional cell based assay (AID 504329); NS1A functional cell-based assay, percent inhibition; higher % means a stronger effect; inhibition, % at 12.5 µM; hits with a dose series show IC50 in µM; 340,000 tested, 0.3% active; in the data active = a potency from the dose series; inconclusive = inhibition above about 27% without an active follow-up result; note: strong numbers were not always called active
# inhibitors of VEEV = inhibitors of VEEV TC-83 cytopathic effect, confirmation, Vero cells (AID 588727). Vero cells, VEEV TC-83 cytopathic effect inhibition; higher % means a stronger effect. one-dose inhibition, % at 20 µM; IC50 in µM for titrated hits. 350,000 tested, 0.13% active; in the data active = a potency from the dose series; inconclusive = inhibition mostly from about 14% at the one dose, without a potency; inactive = the rest, 99 in 100 with inhibition below about 12%; note: strong numbers were not always called active
# H37Rv inhibition = M. tuberculosis growth inhibition, HTS (AID 449762) | inhibition, % at 25 µM; hits with a dose series show IC50 in µM | M. tuberculosis H37Rv growth inhibition, 7H9 media; higher % means a stronger effect | 330,000 tested, 0.59% active; in the data active = a potency from the dose series; inconclusive = inhibition above about 70% without an active follow-up result;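 note: bacterial growth assessed after seven days of incubation; strong numbers were not always called active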
# tuberculosis growth = growth inhibition of non-replicating M. tuberculosis (AID 488890) | 320,000 tested, 0.39% active | one-dose inhibition, % at 25 µM; IC50 in µM for titrated hits | Mycobacterium tuberculosis non-replicating, growth inhibition; higher % means a stronger effect; in the data active = a potency from the dose series; inconclusive = inhibition mostly from about 82% at the one dose, without a potency; inactive = the rest, 99 in 100 with inhibition below about 76%;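 note: plate controls were DMSO cells for no effect and high antibiotic wells for full effect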
# PhoP GFP inhibition = PhoP regulon inhibitors, Salmonella typhi PhoP promoter GFP reporter, confirmatory (AID 1850); Salmonella Typhi PhoP-promoter GFP reporter, fluorescence, 4 h; higher % means a stronger effect; one-dose inhibition, % at 50 µM; IC50 in µM for titrated hits; 310,000 tested, 0.33% active; in the data active = a potency from the dose series; inconclusive = inhibition mostly from about 25% at the one dose, without a potency; inactive = the rest, 99 in 100 with inhibition below about 19%;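 note: 0% = induced wells with vehicle and 100% = uninduced wells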
# inhibitors of VEEV 10K pilot screen = recorded beside inhibitors of VEEV, whose call it bears; inhibition, %; measured here: 10K pilot screen inhibition
# * marks the source's active call; other numbers are inactive results; i = inactive; ? = inconclusive; . = no result given. An unsorted share of the library (roughly 1.6% active in at least one column).
SMILES,influenza NS1A,inhibitors of VEEV,H37Rv inhibition,tuberculosis growth,PhoP GFP inhibition,others
Cc1ccc(Cl)cc1NS(=O)(=O)c1ccc2oc(=O)ccc2c1,7%,0.3%,-4%,6%,7%,
CCNC(=O)COc1cccc2ccccc12,-7%,i,0%,0%,7%,
Cc1ccc(N2CC(C(=O)OCC(=O)Nc3ccccc3F)CC2=O)cc1 (stereo unspecified),-14%,i,6%,4%,4%,
COc1cc(/C=C2/C(=O)NN(c3ccc(C)c(Cl)c3)C2=O)cc([N+](=O)[O-])c1O,29%,0.9%,51%,20%,28%,
Cc1ccc(SCCC(=O)Nc2c(C)n(C)n(-c3ccccc3)c2=O)cc1,7%,5.2%,2%,12%,-3%,
COc1ccc(O)cc1,-1%,0.5%,4%,-9%,.,
CSc1ccccc1OCc1cc(C(=O)NCC(C)(C)N2CCOCC2)no1,-3%,6.1%,2%,13%,-8%,
O=C(NCc1ccccc1)C(c1ccco1)N(C(=O)c1csnn1)c1ccccc1F (stereo unspecified),7%,2.5%,-4%,10%,7%,
O=C(O)CCCCCNC(=O)C(=O)C1C(=O)Nc2ccccc21 (stereo unspecified),14%,1.6%,-12%,-5%,-2%,
CCOC(=O)c1cnc(-n2nc(C)cc2C)nc1Nc1ccc(C)cc1,-13%,i,.,.,.,
CC1CCCCN1C(=S)Nc1ccc(OC(F)F)cc1 (stereo unspecified),6%,0.8%,-6%,9%,-17%,
CN1CCN(NC(=S)Nc2ccc(OC(F)F)cc2)CC1,3%,i,0%,-7%,-18%,
CCCCOC(=O)Cn1c(=N)n(CCN2CCOCC2)c2ccccc21,3%,i,-8%,-9%,-8%,
COc1ccc(CCN2CC(C(=O)Nc3ccc(S(C)(=O)=O)cc3)CC2=O)cc1OC (stereo unspecified),5%,1.0%,-6%,-13%,1%,
Nn1c(SCc2nc3ccccc3[nH]2)nnc1C1CCCCC1,-2%,0.9%,16%,29%,-5%,
Cc1cc(C)nc(NS(=O)(=O)c2ccc(NC(=O)CCCN3C(=O)c4ccccc4C3=O)cc2)n1,-5%,1.3%,-5%,-6%,0%,
CC(C)(C)NC(=O)CN(C(=O)c1ccc(Cl)nc1)c1cccc2ccccc12,-7%,0.6%,4%,2%,-21%,
O=C(Nc1ccc2c(c1)OCO2)C1CC(c2c(F)cccc2Cl)=NO1 (stereo unspecified),-7%,i,-1%,31%,0%,
CCCCN(CC)C(=O)CN1C(=O)c2ccccc2C1=O,1%,0.4%,-3%,2%,2%,
CCN1CCN(CCNC(=O)CCCn2nc(C)c3c(C)n(-c4ccc(C)cc4)nc3c2=O)CC1,6%,i,2%,-6%,5%,
COc1ccc(CN(C)C(=O)CNC(=O)c2ccc3ccccc3c2)c(OC)c1,-5%,0.8%,2%,20%,-13%,
CCCSc1nc2c(cnn2-c2ccccc2)c(=O)[nH]1,-8%,0.7%,-9%,.,-1%,
CCCCNC(=O)CC1N=C2c3ccccc3N=C(SCC(=O)Nc3ccccc3C)N2C1=O (stereo unspecified),-1%,2.7%,-6%,-4%,8%,inhibitors of VEEV 10K pilot screen=2.2
CC(=O)NC(Cc1ccccc1)Cc1ccccc1,0%,0.1%,6%,-9%,-1%,
Cc1cc(=O)oc2cc(OCC(=O)Nc3ccccc3C(=O)O)ccc12,6%,i,4%,18%,-5%,
Nc1cc2c(cc1Cl)N(Cc1ccccc1)C(=O)CO2,0%,1.7%,2%,-1%,.,
O=C(COC(=O)c1cccnc1Nc1cccc(C(F)(F)F)c1)NCCN1C(=O)CSC1=O,0%,8.1%,-2%,0%,-7%,
S=C(NCCc1ccc(Cl)cc1)NC1CCCCC1,-8%,i,33%,?,4%,
CC(C)CN(C(=O)COC(=O)c1ccc2ccccc2c1)c1c(N)n(Cc2ccccc2)c(=O)[nH]c1=O,13%,5.1%,?,12%,-7%,
CC(C)C(=O)N[C@@H]1c2ccccc2CC[C@@H]1OCc1ccccc1,-2%,0.3%,.,.,.,
Cc1ccc2nc3c(cc(C#N)c(=O)n3-c3nccs3)c(=O)n2c1,4%,5.6%,57%,72%,-13%,
CC(C)COc1ccc(-c2nn(-c3ccccc3)cc2CO)cc1,-14%,1.7%,?,17%,-15%,
Cc1cc(Cl)c(S(=O)(=O)NC2CCCCC2)cc1OCC(=O)Nc1nncs1,-1%,i,-4%,-7%,4%,
Cc1cc(Br)cc2cn[nH]c12,-1%,0.3%,-5%,6%,28%,
N#CC1=C(N)Oc2n[nH]c(-c3cccs3)c2C1c1cccnc1 (stereo unspecified),5%,1.5%,7%,11%,6%,
COc1cc(O)oc1C=Nc1ccccc1,-1%,3.0%,-7%,-11%,5%,
CCCCNC(=S)Nc1ccc2nc(N3CCN(CC)CC3)cc(C)c2c1,9%,0.4%,10%,?,6%,
CCOC(=O)CC/C(=N\NC(N)=O)c1ccc(OC)c(Cl)c1,5%,0.0%,-3%,7%,-7%,inhibitors of VEEV 10K pilot screen=0.7
COC(=O)C1=C(C)N(Cc2ccc(OC)cc2)C(=O)/C1=C\c1ccco1,17%,1.8%,3%,-1%,3%,
Cc1ccc(CNC(=O)c2ccc(S(=O)(=O)N(C)C)cc2)n1C,-16%,0.3%,4%,3%,1%,
COc1ccc(C(=O)Cn2nc(CNc3ccc(Br)cc3)[n+]3c2CCCCC3)cc1,7%,0.6%,9.8µM*,?,1%,
COc1ccc(CNC(=O)c2cc(-c3cc(C)ccc3O)n[nH]2)cc1,-9%,1.4%,1%,-2%,-17%,
COc1cc(C)c(S(=O)(=O)n2nnc3ccccc32)cc1C,-5%,i,.,.,-4%,
Cc1sc2ncn(CC(=O)NCc3ccccc3)c(=O)c2c1C,13%,1.9%,7%,1%,-20%,
CCN(CC)CCNC(=O)CCn1c(=S)[nH]c2cc3c(cc2c1=O)OCO3,-5%,i,7%,15%,3%,
COCCN(CCOC)S(=O)(=O)c1ccc(C(=O)Nc2sc3c(c2C(N)=O)CCCCC3)cc1,5%,1.0%,4%,-18%,-3%,
Cn1c(CCCOc2ccc(Cl)cc2Cl)n[nH]c1=S,-3%,0.8%,-3%,-13%,0%,
CCOc1cc(C)nc(N2CCN(C3CCCCC3)CC2)n1,-4%,i,-2%,6%,7%,
COc1ccccc1CN(C)C(=O)c1sccc1-c1ccccc1,-7%,5.8%,-2%,18%,-8%,
CCOC(=O)C1=C(CCc2ccccc2)NC(=O)NC1c1ccc(C#N)cc1 (stereo unspecified),-7%,0.7%,0%,30%,3%,
O=C(O)CC1S/C(=N\N=C/c2ccccc2)N(c2ccc(O)cc2)C1=O (stereo unspecified),3%,0.1%,6%,5%,15%,
CCC(C)[C@H](NC(=O)NCCCOC(C)C)C(=O)OC (stereo partly specified),-2%,i,-3%,8%,7%,
c1ccc(CSC2=NCCS2)cc1,1%,0.6%,3%,6%,2%,
O=C(CSc1nnc(CNC(=O)c2cccs2)o1)c1ccccc1,0%,1.5%,4%,35%,0%,
COc1ccc(-n2c(O)c(C=NC3CC3)c(=O)[nH]c2=O)cc1,4%,3.3%,-6%,-2%,-11%,
COc1ccc(CCCc2nnc(SCC(=O)Nc3cc(C)c(C)cc3Br)o2)cc1,-6%,3.3%,8%,41%,2%,
COc1ccc(/C=C/C(=O)NC(C)(C)C)cc1S(=O)(=O)N1CCOCC1,-10%,0.2%,-1%,-14%,-16%,
c1ccc(-c2nnc(-c3ccccn3)nn2)nc1,13µM*,2.0%,3.6µM*,76%,4%,
CCN(CC)CCNCc1cc(Cl)ccc1OCc1ccccc1F,3%,i,0%,66%,8%,
CCOC(=O)C1CCN(c2cc3c(cc2NC(=O)c2ccc(F)cc2)n(C)c(=O)n3C)CC1,-1%,2.5%,7%,-11%,2%,

# Copied from the listing, 2 compounds:
SMILES,influenza NS1A,inhibitors of VEEV,H37Rv inhibition,tuberculosis growth,PhoP GFP inhibition,others
COCCN(CCOC)S(=O)(=O)c1ccc(C(=O)Nc2sc3c(c2C(N)=O)CCCCC3)cc1,5%,1.0%,4%,-18%,-3%,
Cn1c(CCCOc2ccc(Cl)cc2Cl)n[nH]c1=S,-3%,0.8%,-3%,-13%,0%,

# Next part.
SMILES,influenza NS1A,inhibitors of VEEV,H37Rv inhibition,tuberculosis growth,PhoP GFP inhibition,others
CC(OC(=O)CNS(=O)(=O)/C=C/c1ccccc1)C(=O)Nc1ccc(S(=O)(=O)N2CCCC2)cc1 (stereo unspecified),-2%,1.1%,-6%,4%,5%,
COc1cc(C(=O)NC(=S)NNC(=O)[C@H]2C[C@@H]2c2ccccc2)cc(OC)c1OC,4%,4.1%,1%,62%,6%,
COc1ccc(CNC(=O)c2cc(S(=O)(=O)N3CCCCC3)ccc2Cl)cc1OC,-9%,i,-1%,-2%,.,
Cc1nnc(SCC(=O)Nc2ncc(S(=O)(=O)c3ccc([N+](=O)[O-])cc3)s2)s1,0%,1.3%,-5%,-16%,5%,
Cc1cc2c(=O)n(Cc3ccco3)c(SCC(=O)NCc3ccco3)nc2s1,8%,0.8%,-1%,1%,20%,
N#CCC(=O)N/N=C/c1ccc(OS(=O)(=O)c2ccccc2)cc1,-5%,0.3%,1%,2%,-2%,
COc1cc2c(cc1OC)C(c1ccccc1O)N(C1CC(=O)N(c3ccccc3)C1=O)CC2 (stereo unspecified),0%,2.4%,-5%,31%,-2%,
COc1ccc(-c2cnnn2-c2ccc(NC(=O)/C=C/c3ccc(OC)c(OC)c3)cc2)cc1,-9%,11%,11%,32%,10%,
CC1Sc2ccc(S(=O)(=O)N3CCC(C(=O)Nc4cccc(Cl)c4)CC3)cc2NC1=O (stereo unspecified),3%,i,53%,25%,6%,
Cc1cccn2cc(CNS(=O)(=O)c3ccc4ccccc4c3)nc12,3%,0.1%,-15%,-9%,-6%,
CC(C(=O)NCCN1C(=O)S/C(=C\c2cccs2)C1=O)N1C(=O)c2ccccc2C1=O (stereo unspecified),-4%,i,-5%,-22%,8%,
O=C(NCC1CCCO1)c1ccc(NC(=O)c2cccc(Cl)c2)cc1 (stereo unspecified),-19%,2.6%,-3%,-13%,9%,
O=C(NCCc1ccccc1)C(=O)NCC(c1ccco1)N1CCOCC1 (stereo unspecified),-3%,1.5%,-1%,19%,-2%,
Cc1ccc(NC(=O)CN2CCC(C(=O)c3ccc(F)cc3)CC2)cc1,15%,0.6%,-6%,14%,2%,
COc1ccc(-c2csc(/C(C#N)=C\c3cccc([N+](=O)[O-])c3)n2)cc1,.,.,10%,-12%,-14%,

# Compounds listed so far with two or more sulfur atoms (9):
SMILES,influenza NS1A,inhibitors of VEEV,H37Rv inhibition,tuberculosis growth,PhoP GFP inhibition,others
Cc1cc(Cl)c(S(=O)(=O)NC2CCCCC2)cc1OCC(=O)Nc1nncs1,-1%,i,-4%,-7%,4%,
COCCN(CCOC)S(=O)(=O)c1ccc(C(=O)Nc2sc3c(c2C(N)=O)CCCCC3)cc1,5%,1.0%,4%,-18%,-3%,
c1ccc(CSC2=NCCS2)cc1,1%,0.6%,3%,6%,2%,
O=C(CSc1nnc(CNC(=O)c2cccs2)o1)c1ccccc1,0%,1.5%,4%,35%,0%,
CC(OC(=O)CNS(=O)(=O)/C=C/c1ccccc1)C(=O)Nc1ccc(S(=O)(=O)N2CCCC2)cc1 (stereo unspecified),-2%,1.1%,-6%,4%,5%,
Cc1nnc(SCC(=O)Nc2ncc(S(=O)(=O)c3ccc([N+](=O)[O-])cc3)s2)s1,0%,1.3%,-5%,-16%,5%,
Cc1cc2c(=O)n(Cc3ccco3)c(SCC(=O)NCc3ccco3)nc2s1,8%,0.8%,-1%,1%,20%,
CC1Sc2ccc(S(=O)(=O)N3CCC(C(=O)Nc4cccc(Cl)c4)CC3)cc2NC1=O (stereo unspecified),3%,i,53%,25%,6%,
CC(C(=O)NCCN1C(=O)S/C(=C\c2cccs2)C1=O)N1C(=O)c2ccccc2C1=O (stereo unspecified),-4%,i,-5%,-22%,8%,
